Assay outcomes from PubChem.
NR2E3 ag-1 – activates human NR2E3 receptor; Q9Y5X4; CHO-S Gal4-NCOR/VP16-NR2E3 two-hybrid, luciferase; inhibition of corepressor binding, % at 3.98 µM; 360,000 tested, 0.35% active; AID 602229;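 active means inhibition above the mean of all tested compounds plus 3 SD, cut at about 70% in these data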;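 further: 0% = DMSO with NR2E3 transfected cells and 100% = cells lacking NR2E3 construct; higher means lower luciferase signal from less NR2E3 corepressor binding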
Target sequence (Q9Y5X4 whole entry, looked up, the tested form may be a part): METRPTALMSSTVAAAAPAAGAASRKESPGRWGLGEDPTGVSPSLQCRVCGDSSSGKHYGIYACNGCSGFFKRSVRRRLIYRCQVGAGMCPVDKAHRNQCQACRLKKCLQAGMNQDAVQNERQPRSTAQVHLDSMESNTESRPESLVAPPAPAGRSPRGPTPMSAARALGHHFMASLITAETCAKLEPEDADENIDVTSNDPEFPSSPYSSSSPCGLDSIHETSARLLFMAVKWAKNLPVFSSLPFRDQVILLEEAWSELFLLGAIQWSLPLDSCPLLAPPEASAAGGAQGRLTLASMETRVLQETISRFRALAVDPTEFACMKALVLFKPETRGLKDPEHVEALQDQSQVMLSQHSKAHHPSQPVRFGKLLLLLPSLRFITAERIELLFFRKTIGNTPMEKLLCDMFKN
TWEAK Fn14 block – blocks TWEAK-Fn14 interaction in a reporter cell assay; inhibition, % at 10 µM; 360,000 tested, 2% active; TWEAK-stimulated Fn14 reporter cells, luciferase luminescence, 8 h; in the data active means inhibition above about 50%
TROY signal inh – TROY signaling inhibition; Q293 LMP1-TROYcd NF-kB luciferase reporter, 4 h; inhibition, % at 10 µM; 360,000 tested, 0.98% active; AID 1347056;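 active means compounds whose plate-normalised and pattern-corrected inhibition of the luciferase reporter signal at the single screening dose is 50% or more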
MITF TRPM1 inh – inhibitors of MITF-driven TRPM1 promoter in melanoma cells. 330,000 tested, 0.83% active. SK-MEL-5 TRPM1 promoter luciferase, 24 h. inhibition, % at 12.5 µM. AID 488899;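 active means mean inhibition across replicates of 60% or more, whatever share of single replicates reaches that level; inconclusive means some that reach 60%, reason not given; inactive means mean inhibition across replicates below 60%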; further: values of inactives mirror those of a sister screen read the other way
TRAIL sens C8 – caspase-8 TRAIL sensitization; NB7+C8 cells + TRAIL, ATPlite viability luminescence; inhibition (viability loss, TRAIL sensitization), % at 10 µM; 360,000 tested, 1% active;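 active means compounds causing at least 50% loss of cell viability in the single-dose screen, relative to plate controls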
HIF-2a block – inhibitors of HIF-2a. 786-0 RCC cells HIF-2a reporter, luciferase luminescence, overnight. inhibition, % at 18.8 µM. 360,000 tested, 0.72% active;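 active means inhibition of the luminescence signal of 40% or more relative to plate controls, in a single-dose primary screen at 18.75 µM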
KKLEB tox – counter-screen for CF NF-kB inhibitors: cytotoxicity. activity change (cytotoxicity), % at 5 µM. KKLEB CF airway cells viability, ATPlite luminescence, overnight; active compounds read low; cells stimulated with P. aeruginosa culture filtrate. 360,000 tested, 0.36% active. AID 602141;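 active means corrected activity change at or below -50% at 5 µM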
CF NFkB inh – inhibitors of cystic fibrosis induced NF-kB; 360,000 tested, 0.86% active; KKLEB NF-kB-GFP reporter, PAF-induced, GFP fluorescence overnight; AID 588850; inhibition, % at 5 µM;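 active means at least 50% inhibition at 5 µM, scaled per plate between neutral and stimulator controls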;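 further: PAF is a Pseudomonas aeruginosa culture filtrate used as stimulus; plate controls were PAF-stimulated DMSO wells for no effect and unstimulated DMSO wells for full effect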
NR2E3 ag-2 – activates human photoreceptor nuclear receptor NR2E3 | Q9Y5X4 | GST-NR2E3/biotin-RetCOR TR-FRET, 1536-well | inhibition of corepressor binding, % at 4.78 µM | 320,000 tested, 0.12% active | AID 2300;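 active means percent inhibition above the cutoff of mean plus 3 SD of all tested compounds, set per screening campaign, cut at about 20% in these data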;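 further: 0% = DMSO wells and 100% = biotin wells as full block of FRET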
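Test system – NR2E3–RetCOR corepressor complex · Quantity – NR2E3 fusion 1.35 nM · Buffer or medium – Tris pH 7.5 · Incubation – Compound–protein incubation for 5 h at 4 °C · Technique – TR-FRET, Eu(K)-anti-GST donor, streptavidin-D2 acceptor, ex 340, em 617/671 nm · Evaluation – percent inhibition of 671/617 nm emission ratio versus biotin and DMSO controls · Plate – 1536-well format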
Shn3 inh set2 – inhibitors of Schnurri-3 3'UTR reporter in osteoblasts. Clone20 osteoblast Shn3 3'UTR firefly luciferase, 24 h. inhibition, % at 12.5 µM. 360,000 tested, 0.52% active. AID 588674;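 active means mean inhibition of at least 75% with every replicate also reaching 75%; inconclusive means mean inhibition at least 75% but some replicate below; inactive means mean inhibition below 75%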;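 further: 0% = median of neutral control wells and 100% = pilot-screen positive control compound; some compounds past the cut are filed as inactive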
Peg3 promoter – reduces Peg3 promoter-driven luciferase expression in HeLa; HeLa PEG-Prom luciferase reporter, luminescence, overnight; inhibition, % at 20 µM; 360,000 tested, 1.7% active; AID 588405;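 active means inhibition of at least 50% at 20 µM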
* hit, by the source's call; ? = inconclusive; / = no result given. Not all compounds are listed; rates above refer to the full screens.

#	molecule	NR2E3 ag-1	TWEAK Fn14 block	TROY signal inh	MITF TRPM1 inh	TRAIL sens C8	HIF-2a block	KKLEB tox	CF NFkB inh	NR2E3 ag-2	Shn3 inh set2	Peg3 promoter
1	O=C(CC1CCC1)NC(c1ccccc1)c1ccccc1	-12	17	8	-8	1	8	8	4	0	4	7
2	COc1ccc(/C=N/NC(=O)C(C)Sc2ccccn2)cc1[N+](=O)[O-] (stereo not drawn)	-32	-19	-1	8	-1	18	6	-15	2	-1	-1
3	O=C(NCCS(=O)(=O)NCc1ccc2c(c1)OCO2)c1ccccc1	-2	10	-19	-1	5	1	-13	18	2	-3	1
4	CC1=C(C(=O)OCc2ccccc2)C(c2ccc([N+](=O)[O-])cc2)NC(=O)N1CCCC(=O)O (stereo not drawn)	-4	-10	7	-2	0	6	-6	10	3	-30	-7
5	COc1cc(/C=C2\NC(=S)N(C)C2=O)ccc1OCc1ccccc1F	-16	-33	-16	-3	5	-40	-13	13	-5	-9	9
6	CSc1cccc(NC(=O)c2[nH]c(C)c(C(C)=O)c2C)c1	-79	-14	-40	-127	5	-279	6	-34	4	-42	-279
7	CCOc1ccc(OCc2ccc(C(=O)NCc3ccncc3)o2)cc1	-117	-3	-26	-6	-9	-42	11	-33	-2	-14	-34
8	CN(C)S(=O)(=O)c1ccc(C(=O)Nc2nnc(SCc3cccc4ccccc34)s2)cc1	13	-27	23	16	-11	17	-8	10	0	-9	8
9	Cc1c(C)n(C(=O)CN2CCC(C(N)=O)CC2)c2ccccc12	-18	-14	14	3	10	12	-1	1	-3	2	7
10	O=C(CSc1nnc2ccccn12)NCCN1C(=O)CSC1=O	-7	17	12	2	-16	2	-5	7	10	4	7
11	O=[N+]([O-])c1cc(/C=N/NC(=S)Nc2ccccc2Cl)ccc1Cl	-25	-40	5	?	0	70*	7	-24	-3	-16	96*
12	CC(C)(C)c1cc(C(=O)NNc2ccc(OC(F)(F)F)cc2)n(Cc2ccccc2)n1	-1	-1	5	-1	7	15	6	-12	5	7	13
13	CCOc1cc(N2CCOCC2)c(OCC)cc1NS(=O)(=O)c1ccc2c(c1)CC(=O)N2	-19	-12	6	/	4	11	0	16	/	0	10
14	CCN(CC)S(=O)(=O)c1ccc(Nc2ccc(-c3ccc4c(c3)OCCO4)nn2)cc1	-17	-139	-24	-49	5	-41	10	-4	0	-4	-37
15	O=C(O)Cc1ccc(C(=O)c2ccc(Cl)cc2)s1	-28	-10	1	-6	-9	25	9	-12	-1	-3	-12
16	O=C(COC(=O)c1ccc(F)c(S(=O)(=O)N2CCOCC2)c1)Nc1ccc(Cl)cn1	12	-31	1	/	8	7	-6	-20	/	-4	1
17	COc1cccc(N2CCN(c3ccc4nnc(CCC(=O)Nc5ccc(F)cc5)n4n3)CC2)c1	-4	12	-5	-5	-13	2	-9	2	0	11	10
18	O=C(CCN1C(=O)C2CC=C(Cl)CC2C1=O)N1CCCCC1 (stereo not drawn)	4	-6	-17	6	-8	-5	10	-4	2	9	-11
19	CC1CCN(CC(=O)c2cccs2)CC1	-16	-16	-15	-12	-16	-65	-6	-5	3	-29	-26
20	CN(C)S(=O)(=O)c1cccc(-c2csc(=Nc3ccccc3)n2CCCN2CCOCC2)c1	22	-5	-29	-11	3	-3	0	1	-1	10	11

Records listed so far that bear a hit mark in Peg3 promoter.
cpd	smiles	NR2E3 ag-1	TWEAK Fn14 block	MITF TRPM1 inh	HIF-2a block	CF NFkB inh	NR2E3 ag-2	Shn3 inh set2	Peg3 promoter
11	O=[N+]([O-])c1cc(/C=N/NC(=S)Nc2ccccc2Cl)ccc1Cl	-25	-40	?	70*	-24	-3	-16	96*

Values in list order from above.
HIF-2a block, nos. 7–14, in order: -42, 17, 12, 2, 70*, 15, 11, -41

(next part)
#	molecule	NR2E3 ag-1	TWEAK Fn14 block	TROY signal inh	MITF TRPM1 inh	TRAIL sens C8	HIF-2a block	KKLEB tox	CF NFkB inh	NR2E3 ag-2	Shn3 inh set2	Peg3 promoter
21	O=[N+]([O-])c1ccc(/C=N/NC(=S)Nc2ccccc2)o1	3	-3	-13	16	-10	-46	2	-12	0	-23	-33
22	O=C(NC(Cc1ccccc1)C(=O)O)/C(=C/c1ccc(Cl)cc1)NC(=O)c1ccccc1 (stereo not drawn)	-3	1	-4	15	-8	2	-1	-2	2	-10	6
23	NC(N)=Nc1nc(CCN2C(=O)c3ccccc3C2=O)cs1	1	1	-19	-6	7	-1	8	-19	4	16	-22
24	Cc1nc(Nc2cccc(O)c2)c2oc3ccccc3c2n1	-32	21	19	-10	-6	20	1	-8	/	-21	-51
25	CC(=O)c1c(C)[nH]c(C(=O)COC(=O)c2cc(S(=O)(=O)N(C)c3ccccc3)ccc2Cl)c1C	23	-4	-14	17	0	12	1	-7	2	-1	-7
26	Cn1c(Cl)cnc1C(O)(c1ccccc1)c1ccccc1	-28	-21	4	6	10	15	-6	13	-5	-7	4
27	N#Cc1c[nH]n2c(=O)c3c(nc12)CCC3	-10	15	-12	3	-5	13	1	1	4	8	-2
28	CCOC(=O)c1sc2nc(C)nc(N3CCN(S(=O)(=O)c4ccccc4)CC3)c2c1C	-1	7	-14	-10	23	-61	6	-29	/	55	-47
29	CCOC(=O)c1c(-c2ccccc2)csc1NC(=O)CSc1nnc(C)s1	-9	79*	38	3	20	18	-17	6	2	37	10
30	O=C(O)CCC(=O)NNC(=O)c1ccc([N+](=O)[O-])cc1	2	-15	0	5	0	13	10	13	0	15	4
31	CCCCc1ccc(NC(=O)CSc2nc(=O)n(CCN(CC)CC)c3c2CCCC3)cc1	4	-8	54*	27	8	5	-17	34	-1	6	49
32	OCCN1CCN(CC(O)COCC2COc3ccccc3O2)CC1 (stereo not drawn)	4	-5	-5	-4	-8	9	3	-9	-3	-10	2
33	Cc1ccc(C(O)(c2ccccc2)c2ccccc2C(C)N(C)C)c(C)c1 (stereo not drawn)	-5	1	2	-10	3	3	-22	6	4	23	17
34	CCN1CCN(C(c2ccccc2F)c2nnnn2Cc2ccc3c(c2)OCO3)CC1 (stereo not drawn)	-15	-7	13	-10	5	18	-15	-4	1	29	10
35	CC(=C/c1ccccc1)/C=N/Nc1nc(N2CCOCC2)nc(N2CCOCC2)n1	-8	2	2	3	1	13	15	-16	-1	-8	-15
36	CCc1cc(C(=O)NCC(C)(C)N2CCOCC2)sc1C	-8	-12	15	-11	-11	15	2	-4	2	-4	4
37	O=C(COc1ccc(Br)cc1)N1CCc2ccccc21	-110	-35	-42	-88	2	-314	-9	2	1	-39	-275
38	O=C(Cn1c(=O)oc2ccccc21)Nc1ccc(Br)cc1	-2	2	-1	5	-9	8	8	12	-1	-9	-3
39	CCN(c1ccccc1)S(=O)(=O)c1ccc(C(=O)Nc2cccc(C)n2)cc1	-2	7	10	-3	13	-23	-4	16	3	16	-1
40	Cc1ccc(C)c(NCc2n[nH]c(=S)n2-c2ccccc2)c1	7	-1	8	0	4	12	1	-12	-1	17	10

Exported field by field: entries from further up
25. CC(=O)c1c(C)[nH]c(C(=O)COC(=O)c2cc(S(=O)(=O)N(C)c3ccccc3)ccc2Cl)c1C
  NR2E3 ag-1 = 23; TWEAK Fn14 block = -4; TROY signal inh = -14; MITF TRPM1 inh = 17; TRAIL sens C8 = 0; HIF-2a block = 12; KKLEB tox = 1; CF NFkB inh = -7; NR2E3 ag-2 = 2; Shn3 inh set2 = -1; Peg3 promoter = -7
39. CCN(c1ccccc1)S(=O)(=O)c1ccc(C(=O)Nc2cccc(C)n2)cc1
  NR2E3 ag-1 = -2; TWEAK Fn14 block = 7; TROY signal inh = 10; MITF TRPM1 inh = -3; TRAIL sens C8 = 13; HIF-2a block = -23; KKLEB tox = -4; CF NFkB inh = 16; NR2E3 ag-2 = 3; Shn3 inh set2 = 16; Peg3 promoter = -1
37. O=C(COc1ccc(Br)cc1)N1CCc2ccccc21
  NR2E3 ag-1 = -110; TWEAK Fn14 block = -35; TROY signal inh = -42; MITF TRPM1 inh = -88; TRAIL sens C8 = 2; HIF-2a block = -314; KKLEB tox = -9; CF NFkB inh = 2; NR2E3 ag-2 = 1; Shn3 inh set2 = -39; Peg3 promoter = -275
24. Cc1nc(Nc2cccc(O)c2)c2oc3ccccc3c2n1
  NR2E3 ag-1 = -32; TWEAK Fn14 block = 21; TROY signal inh = 19; MITF TRPM1 inh = -10; TRAIL sens C8 = -6; HIF-2a block = 20; KKLEB tox = 1; CF NFkB inh = -8; NR2E3 ag-2 = /; Shn3 inh set2 = -21; Peg3 promoter = -51

More results follow:
41	CC(C)NCC(O)COCc1ccc(Cl)cc1 (stereo not drawn)
42	FC(F)Sc1nc(-c2ccccc2)c(-c2ccccc2)n1C(F)F
43	Cc1cc(C)nc(N2CCN(CC(=O)NCc3ccccc3)CC2)n1
44	COC(=O)Cc1[nH]n(-c2nc3ccccc3s2)c(=O)c1C(C)=Nc1ccc(C)cc1
45	CN(C)C(=O)CCc1ccc2c3c([nH]c2c1)[C@]1(CCC2CCCC2)[C@@H](C(=O)N2CCOCC2)C[C@H](CC(=O)NCC24CC5CC(CC(C5)C2)C4)C(=O)N1CC3
46	O=C(CCC(=O)N1CCN(c2ccc(Cl)c(Cl)c2)CC1)c1ccccc1
47	Cc1nc2ccccc2c(=O)n1-c1ccc(NS(=O)(=O)c2ccc(F)cc2)cc1
48	O=C(O)c1cccc(-c2ccc(/C=N/NC(=O)C3COc4ccccc4O3)o2)c1 (stereo not drawn)

Compound | 41 | 42 | 43 | 44 | 45 | 46 | 47 | 48
NR2E3 ag-1 | -2 | -24 | -11 | 1 | -31 | 91* | -2 | -33
TWEAK Fn14 block | 2 | 23 | -9 | 91* | 19 | 8 | 6 | -18
TROY signal inh | 4 | -9 | 4 | 82* | 43 | 36 | 7 | -58
MITF TRPM1 inh | 3 | 3 | -4 | 97* | 4 | -16 | -3 | -8
TRAIL sens C8 | 2 | 12 | -5 | 31 | 27 | -2 | 34 | -3
HIF-2a block | -1 | 28 | 16 | 87* | -27 | -13 | 2 | 3
KKLEB tox | -2 | -3 | 9 | 8 | -2 | 19 | -1 | 2
CF NFkB inh | 11 | 8 | -1 | 4 | 18 | -10 | 8 | 4
NR2E3 ag-2 | 3 | 4 | -5 | 1 | / | 1 | 0 | -2
Shn3 inh set2 | 17 | -20 | -8 | 49 | 34 | 47 | -13 | 12
Peg3 promoter | 5 | 9 | 15 | 91* | 35 | -14 | -2 | -41
